# Screens from PubChem BioAssay.
# NCI-60 one-dose screen, 48 h, at 10 µM unless noted. Numbers give growth in % (100 = growth as untreated, 0 = no growth, -100 = all killed).
# U251: U251 CNS tumor cells | actives 5.4% (n = 80,000)
# DU-145: DU-145 prostate cancer. actives 4.2% (n = 81,000). AID 1794760
# OVCAR-5: OVCAR-5 ovarian cancer | AID 1794783 | actives 2.9% (n = 82,000)
# SK-OV-3: SK-OV-3 ovarian cancer cells; actives 3.2% (n = 80,000)
# OVCAR-8: OVCAR-8 ovarian cancer; actives 4.4% (n = 81,000); AID 1794782
# OVCAR-3: OVCAR-3 ovarian cancer | AID 1794787 | actives 7% (n = 79,000)
# PC-3: PC-3 prostate cancer cells; actives 3.9% (n = 80,000)
# SF-268: SF-268 CNS cancer cells. AID 1794759. actives 3.1% (n = 82,000)
# OVCAR-4: OVCAR-4 ovarian cancer cells | actives 3.7% (n = 80,000)
# * = called active by the depositor; x = not tested or not shown; & = joins results of further samples; [ ] = another dose, or the depositor's remark. Rule for the calls: active = growth percent below 10; inactive = the rest.
# Preview, 15 compounds:
no.	SMILES	U251	DU-145	OVCAR-5	SK-OV-3	OVCAR-8	OVCAR-3	PC-3	SF-268	OVCAR-4
1	Cn1c(O)c(N=NC(=O)c2cc(-c3ccccc3)on2)c2ccccc21	x	107	102	108	104	115	103	100	96
2	O=C(/C=C/c1ccc([N+](=O)[O-])cc1)c1ccccc1	81	97	106	93	98	100	78	92	98
3	O=c1[nH]nc(-c2ccccc2)o1	99	113	101	97	100	107	85	101	104
4	Cn1c(NCCc2ccc(O)c(O)c2)nc2c1c(=O)n(Cc1ccc(Cl)c(Cl)c1)c(=O)n2C	78	75	83	81	74	65	x	65	53
5	CC(=O)Nc1ccc(/C=N\NC(=O)C2CC2)cc1	101	115	103	112	98	117	95	105	123
6	O=[N+]([O-])c1ccc(Oc2cccc(C(F)(F)F)c2)c([N+](=O)[O-])c1	18	95	68	44	13	45	89	32	98
7	Cc1c(-c2csc(N/N=C/c3ccc(F)cc3)n2)nnn1-c1ccc([N+](=O)[O-])cc1	97	115	108	91	97	110	88	101	119
8	C=CCOc1ccc(S(C)(=O)=O)cc1	99	115	95	111	96	126	106	109	105
9	O=C(O)CC1CC(c2ccc(-c3noc(=O)[nH]3)cc2)=NO1 (stereo not given)	95	106	105	111	94	109	99	98	101
10	COc1ccc(/C=N/NC(=O)COc2ncnc3sc4c(c23)CCCC4)c(OC)c1OC	100	106	95	116	110	111	97	100	101
11	Oc1cc(OCc2ccc(Cl)cc2)ccc1-c1[nH]ncc1Oc1ccccc1	91	99	90	105	x	95	84	91	87
12	O=C(NC[C@@H]1CN(c2ccc(N3CCC(C(=O)O)CC3)cc2)C(=O)O1)c1ccc(-c2noc(=O)[nH]2)cc1	101	104	97	107	102	111	101	101	99
13	COc1cc(OC)cc(-c2n/c(=C\c3c(O)[nH]c4ccccc34)cc3c2=Nc2ccccc2-3)c1	98	87	116	126	91	102	99	104	99
14	Cc1nc2ncccc2nc1Nc1ccc(S(=O)(=O)N=C(N)N)cc1	94	116	104	97	102	107	98	101	101
15	CCOc1ccc2nc(S(N)(=O)=O)sc2c1	105&105	102&100	121&126	121&104	105&102	100&111	95&87	105&102	114&95

# Main list, repeating the preview:
no.	SMILES	U251	DU-145	OVCAR-5	SK-OV-3	OVCAR-8	OVCAR-3	PC-3	SF-268	OVCAR-4
1	Cn1c(O)c(N=NC(=O)c2cc(-c3ccccc3)on2)c2ccccc21	x	107	102	108	104	115	103	100	96
2	O=C(/C=C/c1ccc([N+](=O)[O-])cc1)c1ccccc1	81	97	106	93	98	100	78	92	98
3	O=c1[nH]nc(-c2ccccc2)o1	99	113	101	97	100	107	85	101	104
4	Cn1c(NCCc2ccc(O)c(O)c2)nc2c1c(=O)n(Cc1ccc(Cl)c(Cl)c1)c(=O)n2C	78	75	83	81	74	65	x	65	53
5	CC(=O)Nc1ccc(/C=N\NC(=O)C2CC2)cc1	101	115	103	112	98	117	95	105	123
6	O=[N+]([O-])c1ccc(Oc2cccc(C(F)(F)F)c2)c([N+](=O)[O-])c1	18	95	68	44	13	45	89	32	98
7	Cc1c(-c2csc(N/N=C/c3ccc(F)cc3)n2)nnn1-c1ccc([N+](=O)[O-])cc1	97	115	108	91	97	110	88	101	119
8	C=CCOc1ccc(S(C)(=O)=O)cc1	99	115	95	111	96	126	106	109	105
9	O=C(O)CC1CC(c2ccc(-c3noc(=O)[nH]3)cc2)=NO1 (stereo not given)	95	106	105	111	94	109	99	98	101
10	COc1ccc(/C=N/NC(=O)COc2ncnc3sc4c(c23)CCCC4)c(OC)c1OC	100	106	95	116	110	111	97	100	101
11	Oc1cc(OCc2ccc(Cl)cc2)ccc1-c1[nH]ncc1Oc1ccccc1	91	99	90	105	x	95	84	91	87
12	O=C(NC[C@@H]1CN(c2ccc(N3CCC(C(=O)O)CC3)cc2)C(=O)O1)c1ccc(-c2noc(=O)[nH]2)cc1	101	104	97	107	102	111	101	101	99
13	COc1cc(OC)cc(-c2n/c(=C\c3c(O)[nH]c4ccccc34)cc3c2=Nc2ccccc2-3)c1	98	87	116	126	91	102	99	104	99
14	Cc1nc2ncccc2nc1Nc1ccc(S(=O)(=O)N=C(N)N)cc1	94	116	104	97	102	107	98	101	101
15	CCOc1ccc2nc(S(N)(=O)=O)sc2c1	105&105	102&100	121&126	121&104	105&102	100&111	95&87	105&102	114&95
16	CCOC(=O)[C@@]12CCCC=C1N1c3ccccc3-c3ccnn3[C@@H]1CC2	x	116	96	99	92	106	77	112	x
17	Cc1c(-c2csc(-n3nc(C(F)(F)F)cc3C(F)(F)F)n2)no[n+]1[O-]	104	105	99	x	99	114	99	96	87
18	COc1ccc(C=NCCN=Cc2ccc(OC)cc2)cc1	99	103	99	102	99	107	89	107	110
19	COc1cccc(/C=c2\sc3ncnn3c2=O)c1OC(C)=O	99	107	100	98	108	105	92	97	95
20	COc1ccc2c(c1)C1=NN(C(=O)CO)[C@H](c3ccc(OC(F)(F)F)cc3)[C@@H]1CC2	87	105	108	96	98	89	73	95	90
21	N#CC1(C#N)C2=C(CCCC2)NC(c2ccco2)C1(C#N)C#N (stereo not given)	109	99	121	107	97	108	93	99	109
22	Cc1nc(=S)c2cnn(-c3ccc([N+](=O)[O-])cc3)c2[nH]1	93	104	106	109	105	101	93	100	106
23	Cc1c(C(=O)C(SC(=S)N2CCN(c3ccccc3)CC2)SC(=S)N2CCN(c3ccccc3)CC2)nnn1-c1ccc([N+](=O)[O-])cc1	98	117	99	95	97	120	96	117	114
24	C=C1N(C)c2ccccc2C1(C)C	37	95	93	74	56	78	48	94	66
25	O=C(/C=C/c1ccc2c(c1)OCO2)/C=C/c1ccc2c(c1)OCO2	100	110	110	116	106	111	101	99	104
26	O=C1CCC23C=CC(O2)C2(Nc4ccccc4NC2=O)c2cc(F)ccc2N13 (stereo not given)	105	102	97	105	103	100	95	89	97
27	COc1ccccc1C(C)(C)C	x	111	102	97	100	113	94	109	106
28	CCNCc1ccccc1	101	104	99	98	100	102	103	104	114
29	O=C(CCl)Oc1c(Cl)c(Cl)c(Cl)c(Cl)c1Cl	94	99	110	x	99	96	90	94	96
30	CCCCCCCCCCCCCCCCCC1=CCCN1C(=S)Nc1ccccc1	89	106	91	98	103	104	62	97	100
31	CC(=O)OCC(=O)[C@@]1(O)CC[C@H]2[C@@H]3C[C@H](F)C4=CC(=O)CC[C@]4(C)[C@H]3C(=O)C[C@@]21C	103	116	108	97	108	112	96	99	97
32	CC(C)(C)OC(=O)CC[C@H](N)C(=O)O	99[20 µM]	103[20 µM]	96[20 µM]	106[20 µM]	118[20 µM]	108[20 µM]	96[20 µM]	97[20 µM]	108[20 µM]
33	COc1cc2oc(-c3cccc(C(=O)Nc4ccc(C#N)cc4)c3)cc(=O)c2c(O)c1OC	61	34	67	x	29	51	7.9*	50	12
34	NC(=S)N/N=C1/Cc2cccc3cccc1c23	82	84	93	104	84	101	100	81	90
35	CCOC(=O)NC1=NCC(C)S1 (stereo not given)	105	121	83	104	106	130	103	121	96
36	O=C(Nc1ccccc1C1=NCC(CO)O1)c1ccccc1 (stereo not given)	92	109	96	98	98	114	95	99	100
37	CC(=O)NNc1nc(C)cs1	104	124	96	104	101	111	91	106	101
38	COc1ccc(C2CC(c3ccc(Cl)cc3)=NN2/C=C2\SC(=S)N(NC(=O)Cc3ccccc3Nc3c(Cl)cccc3Cl)C2=O)cc1 (stereo not given)	54	73	86	78	23	84	x	63	75
39	COc1cccc(C(Cc2ccccc2)NCc2ccccc2)c1O (stereo not given)	94	108	82	93	97	107	71	98	86
40	COc1cc(-c2nc3ccc(F)cc3s2)ccc1NC(=O)/C=C/c1ccc(F)c(F)c1	102	112	109	105	98	120	91	103	91
41	CCCC(CCC)(C(=O)Nc1ccc2nc(C)cc(N)c2c1)C(=O)Nc1ccc2nc(C)cc(N)c2c1	98	110	95	101	96	102	91	110	100
42	Cc1c(C)c(C)c(CN2CCCC2)c(C)c1C	102	104	94	98	103	107	105	108	92
43	Nc1c(C(=O)Nc2ccccn2)sc2nc3c(cc12)C(O)CCC3 (stereo not given)	19	25	47	17	37	-19*	16	44	59
44	CC(=O)N1N=C(c2ccc3c(c2)OCO3)CC1c1ccc(C)s1 (stereo not given)	99	111	105	114	103	125	91	108	119
45	O=C(CCCCCCN1CC(=O)N2[C@@H](c3ccccc3F)c3[nH]c4ccccc4c3C[C@H]2C1=O)NO	95	92	94	104	84	83	57	104	75
46	CC1CCCc2c1nc1nc(=S)[nH]c(N)c1c2-c1ccc(Cl)cc1 (stereo not given)	92	102	98	97	99	x	43	81	96
47	CCOC(=O)c1nnc2c(Cc3ccccc3)nc3ccccc3n12	99	104	106	114	101	114	91	102	x
48	COc1cc(C2CC(c3ccc(C)cc3)=NN2C=O)ccc1Oc1ccnc2cc(Cl)ccc12 (stereo not given)	7.3*	89	98	-15*	60	40	85	16	96

# The final 3 entries of the part above lead into the next:
no.	SMILES	U251	DU-145	OVCAR-5	SK-OV-3	OVCAR-8	OVCAR-3	PC-3	SF-268	OVCAR-4
46	CC1CCCc2c1nc1nc(=S)[nH]c(N)c1c2-c1ccc(Cl)cc1 (stereo not given)	92	102	98	97	99	x	43	81	96
47	CCOC(=O)c1nnc2c(Cc3ccccc3)nc3ccccc3n12	99	104	106	114	101	114	91	102	x
48	COc1cc(C2CC(c3ccc(C)cc3)=NN2C=O)ccc1Oc1ccnc2cc(Cl)ccc12 (stereo not given)	7.3*	89	98	-15*	60	40	85	16	96
49	O=S(=O)(Cc1ccccc1)c1ccccc1	x	107	106	113	102	107	102	101	98
50	CC(=C/c1ccccc1)/C=N/NC(=O)C[N+](C)(C)C	97	113	103	108	104	119	94	106	x
51	O=C1CC2(C(=O)N1)c1ccccc1-c1ccccc12	90	106	108	91	101	102	102	98	102
52	O=C1c2ccccc2-c2c1c1c3ccccc3n(CCCCBr)c1c1c3ccccc3n(CCCCBr)c21	99	115	111	90	98	104	91	96	119
53	O=c1[nH]nc(-c2ccccc2NCc2ccccc2)c(=O)[nH]1	93	108	106	97	102	106	96	97	93
54	CCN1CCCC(OC(=O)C(c2ccccc2)c2ccccc2)C1 (stereo not given)	98&105	103&118	95&100	95&105	105&108	105&118	96&109	107&115	97&109
55	CC(C)C1=CC2=CC[C@H]3C(C)(C)C[C@@H](O)C[C@]3(C)[C@H]2CC1	93	105	124	99	94	105	87	99	113
56	COc1ccc(-c2cn(Cc3ccc4c(Br)cc(Br)c(O)c4n3)nn2)cc1	97	90	96	108	89	73	91	91	96
57	O=c1nc(Nc2nc3ccccc3s2)[nH]c(=O)c2ccccc12	99	106	107	64	103	109	105	102	102
58	CC/C(N)=C\C(=O)c1ccccc1	104	105	112	117	106	101	104	97	104
59	O=C(Cc1c[nH]c2ccccc12)N=Nc1c(O)n(Cc2ccccc2)c2ccccc12	95	112	96	x	100	107	99	95	99
60	N#CC1=C(N)OC(c2ccc([N+](=O)[O-])cc2)C1(C#N)C#N (stereo not given)	98	98	95	108	x	104	91	110	98
61	COc1ccc2c(c1)C(c1cc(OC)c3c(c1)OCO3)C1=C(COC1=O)N2 (stereo not given)	20	3.4*	x	16	19	-44*	22	32	41
62	O=C(N/N=C1\c2ccccc2-c2cccc(C(=O)O)c21)c1ccc(Cl)cc1	85	110	103	92	93	102	94	98	102
63	O=C(Nc1ccncc1)C(=O)c1cn(S(=O)(=O)c2ccccc2F)c2ccccc12	31	25	69	88	35	-27*	40	42	57
64	O=CC(OC(=O)c1ccccc1)C(OC(=O)c1ccccc1)C(COC(c1ccccc1)(c1ccccc1)c1ccccc1)OC(=O)c1ccccc1 (stereo not given)	19	86	61	99	-18*	21	3.2*	39	90
65	CCCCOc1nc2ccc(Cl)cc2cc1/C=C/c1cc(/C=C/c2cc3cc(Cl)ccc3nc2OCCCC)[nH]n1	97	108	106	97	110	107	103	102	114
66	O=C(CN1CCCC1)Nc1nc(-c2cc3ccccc3oc2=O)cs1	98	107	107	120	101	113	97	93	98
67	COc1ccc(/C=C/c2cc(/C=C/c3ccc(OC)c(OC)c3OC)on2)c(OC)c1OC	99	101	100	106	99	93	70	90	95
68	COc1cc(-n2nnc3c4nc(-c5ccccc5)oc(=O)c4c(C)nc32)cc(OC)c1OC	105	115	106	101	109	111	96	96	102
69	COc1ccc(/C=C2/Sc3c(C)cccc3C2=O)cc1	65	91	96	78	79	70	61	81	86
70	COc1ccc(-c2nc(SCc3nc4ccccc4[nH]3)nc(NC3CC3)c2C#N)cc1	91	97	104	93	86	93	75	85	91
71	Cc1cc(O)c(C(C)C)cc1N=C1C=CCc2ccccc21	98	114	101	103	97	116	93	108	107
72	COc1ccc2c(c1)C(CC(=O)NN)CCC2 (stereo not given)	102	114	100	115	99	112	100	96	110
73	CCOC(=O)c1ccc(NC(=S)NC(=O)c2ccc(Br)cc2)cc1	87	116	91	83	83	104	86	99	93
74	CCCCn1c(NC(C)=O)c(S(=O)(=O)c2ccccc2)c2nc3ccccc3nc21	103	104	93	99	99	96	96	97	100

# The order is random (roughly 9.5% active in at least one column).
